# Compound activity deposited in PubChem BioAssay by several laboratories.
# Rab2 wt GTP – changes GTP binding to wildtype dog Rab2A, up or down. actives 0.19% (n = 190,000). GST-Rab2 wt beads, Bodipy-GTP binding, flow cytometry. GTP binding activity, % at 10 µM;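 active = GTP binding activity at least 20 points away from 100%, either lowered or raised; inconclusive = signal likely due to the compound's own green fluorescence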;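 also: 0% = beads with excess unlabeled GTP and 100% = no-compound control corrected for plate trend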
# Rab7 wt modul – modulators of GTP binding to dog Rab7 wildtype GTPase. GST-Rab7 beads, fluorescent GTP binding, flow cytometry; actives lie on both sides; untreated = 100%, excess cold GTP = 0%. GTP binding activity (percent of control), % at 10 µM. actives 0.055% (n = 190,000);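 active = fluorescent GTP binding to Rab7 beads changed by at least 20 points from the 100% baseline, either direction, mostly lower; inconclusive = compound itself probably fluorescent, or too few beads counted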;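 also: median green fluorescence of bound Bodipy-FL-GTP per Rab7 bead population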
# Pf gamet viab – kills late stage P. falciparum gametocytes. P. falciparum stage V gametocytes, ATP luminescence, 24 h. inhibition, % at 10.9 µM. AID 743093. actives 0.065% (n = 150,000);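 active = inhibition above the mean plus 3 SD of compounds within the control limits, set per campaign, cut at about 38% in these data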;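 also: 0% = DMSO wells and 100% = medium only without gametocytes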
# Mcl1 Noxa PPI – disrupts binding of human Mcl-1 to Noxa peptide. Q07820. TR-FRET Mcl-1/Noxa peptide binding, 2 h. inhibition, % at 21.7 µM. actives 1.5% (n = 220,000). AID 1022;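 active = compounds that cut the protein-peptide binding signal by more than 50% relative to plate controls in a single-dose test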;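 also: His-tagged Mcl-1 with rhodamine Noxa BH3 peptide and terbium anti-His antibody; 0% = Mcl-1 plus Noxa peptide wells and 100% = peptide-only wells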
# Rac1 mut GTP – human Rac1 activated mutant GTP binding change; AID 764; P63000; actives 0.11% (n = 190,000); percent activity (GTP binding), % at 10 µM; GST-Rac1 activated beads, fluorescent GTP binding, flow cytometry; actives lie on both sides; 100% means binding = to untreated wells;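 active = GTP binding at least 20 percentage points away from the 100% baseline, in either direction, so actives lie on both sides; inconclusive = Compound likely fluorescent itself, or too few beads counted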
# Rac1 wt GTP bind – alters GTP binding to wildtype human Rac1; GTP binding activity (% of control), % at 10 µM; GST-Rac1 beads, fluorescent GTP binding, flow cytometry; actives lie on both sides; 0 = cold GTP competed, 100 = untreated; actives 0.27% (n = 190,000); P63000;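 active = GTP binding activity at least 20 points away from the 100% control level, either lower or higher; inconclusive = compound flagged as likely green fluorescent, judged across all proteins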
# HRas wt GTP – human HRas wildtype GTP binding, change in either direction; P01112; GST-Ras wt beads, Bodipy-FL-GTP binding, flow cytometry; actives lie on both sides; GTP binding activity, % at 10 µM; actives 0.14% (n = 190,000);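 active = GTP binding activity at least 20% away from the 100% baseline, either lowered as inhibitor or raised as activator; inconclusive = flagged as likely green fluorescent, judged across all proteins in the well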;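 also: 0% = unlabeled GTP competition control and 100% = no-compound control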
# Target sequence (P01112 whole entry, looked up): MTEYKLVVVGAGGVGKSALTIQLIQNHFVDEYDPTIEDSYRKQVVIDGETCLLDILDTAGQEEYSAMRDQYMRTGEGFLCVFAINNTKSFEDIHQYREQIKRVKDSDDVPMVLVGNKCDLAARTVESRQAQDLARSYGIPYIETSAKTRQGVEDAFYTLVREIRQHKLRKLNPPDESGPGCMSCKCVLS
# Avidin fluor – avidin bead compound fluorescence profile; Avidin beads, compound fluorescence 488/530 nm, flow cytometry; stronger effect = higher value; fluorescence (KMESF) at 10 µM; actives 0.38% (n = 220,000); AID 1775; in the data active = fluorescence above about 47; also: inactives centre near 10
# ABCB1 block – blocks JC-1 efflux by human ABCB1 transporter. P08183. CCRF-Adr cells, flow cytometry. inhibition, % at 6.6 µM. actives 0.067% (n = 190,000). AID 1326; in the data active = inhibition above about 40%;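 also: 0% = vehicle and 100% = reference inhibitor; higher value means more JC-1 retained so stronger ABCB1 efflux block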
# ABCG2 block – inhibitors of human ABCG2 transporter, ABCB1 counter-screen; Q9UNQ0; IgMXP3 cells, JC-1 efflux, flow cytometry; inhibition, % at 6.6 µM; actives 0.1% (n = 190,000);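 active = inhibition above 80%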;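 also: 0% = DMSO and 100% = nicardipine control wells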
# Target sequence (Q9UNQ0 whole entry, looked up): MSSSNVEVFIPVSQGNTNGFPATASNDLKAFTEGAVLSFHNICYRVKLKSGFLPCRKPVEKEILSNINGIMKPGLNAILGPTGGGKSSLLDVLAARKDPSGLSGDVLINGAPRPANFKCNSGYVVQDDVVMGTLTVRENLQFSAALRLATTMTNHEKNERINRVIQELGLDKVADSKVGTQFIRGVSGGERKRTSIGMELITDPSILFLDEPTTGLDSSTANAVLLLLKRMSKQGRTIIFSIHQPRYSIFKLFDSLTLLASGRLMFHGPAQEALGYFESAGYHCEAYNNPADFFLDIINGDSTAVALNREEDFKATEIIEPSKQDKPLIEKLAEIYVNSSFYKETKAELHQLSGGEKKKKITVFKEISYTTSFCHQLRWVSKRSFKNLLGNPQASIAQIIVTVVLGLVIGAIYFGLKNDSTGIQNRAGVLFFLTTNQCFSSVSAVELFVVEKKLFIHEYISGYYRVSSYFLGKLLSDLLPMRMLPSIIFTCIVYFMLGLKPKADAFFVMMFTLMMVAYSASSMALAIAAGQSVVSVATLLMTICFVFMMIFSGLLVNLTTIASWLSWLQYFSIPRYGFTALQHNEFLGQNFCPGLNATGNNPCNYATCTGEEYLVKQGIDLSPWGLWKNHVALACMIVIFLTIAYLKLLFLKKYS
#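 Test system: IgMXP3 cells (ABCG2) mixed with DDAO far-red-labelled CCRF-Adr cells (ABCB1). Reagent: JC-1 transporter substrate. Compound dosing: single test compound dose, 6.6 µM final. Times: 10 min compound exposure, 25 °C. Detection: flow cytometry of retained JC-1 fluorescence. Read-out basis: efflux inhibition in percent versus controls. Controls: nicardipine and DMSO wells.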
# Cdc42 wt GTP – modulators (inhibitors or activators) of GTP binding to human Cdc42 wildtype; P60953; GST-Cdc42 beads, Bodipy-GTP binding, flow cytometry; actives lie on both sides; percent activity (GTP binding), % at 10 µM; actives 0.2% (n = 190,000);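 active = percent activity GTP binding at least 20 points away from the 100% baseline, either down as inhibitor or up as activator; inconclusive = compound flagged as likely green fluorescent from well-wide comparison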;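 also: median bead fluorescence of bound Bodipy-FL-GTP at 100 nM; 0% = excess unlabeled GTP control and 100% = no compound control; below 100% means less GTP binding so inhibitor and above means activator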
# Target sequence (P60953 whole entry, looked up): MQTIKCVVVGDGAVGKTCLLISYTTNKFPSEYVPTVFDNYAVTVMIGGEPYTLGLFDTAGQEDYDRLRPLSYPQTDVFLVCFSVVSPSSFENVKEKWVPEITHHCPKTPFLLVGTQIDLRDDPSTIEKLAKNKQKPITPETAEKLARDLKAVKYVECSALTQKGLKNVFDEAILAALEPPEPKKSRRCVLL
# An asterisk follows results filed as active; ? = inconclusive; . = no result given.
SMILES,Rab2 wt GTP,Rab7 wt modul,Pf gamet viab,Mcl1 Noxa PPI,Rac1 mut GTP,Rac1 wt GTP bind,HRas wt GTP,Avidin fluor,ABCB1 block,ABCG2 block,Cdc42 wt GTP
CCOC(=O)C1CSC(CC(=O)Nc2ccc(Cl)cc2)C(=O)N1 (stereo unspecified),98.0,102.0,.,20.3,96.0,99.0,101.0,34,0.1,1.9,102.0
Cc1ccc(S(=O)(=O)NCCCNC(=O)c2ccccc2)cc1,102.0,98.0,-55.3,26.7,100.0,103.0,101.0,2,0.6,1.7,100.0
Cn1cnnc1SCC(=O)Nc1ccc2nc(SCc3ccccc3Cl)sc2c1,99.0,103.0,.,17.7,99.0,106.0,102.0,5,1.4,12.5,98.0
COc1ccc(NC(=O)CCSCCc2ccccn2)cc1OC,99.0,102.0,7.9,13.3,96.0,97.0,99.0,9,1.4,12.8,96.0
O=C(CNC(=O)c1ccccc1Cl)OCC(=O)N1CCc2ccccc21,93.0,97.0,-5.9,3.9,95.0,98.0,92.0,9,0.5,2.9,98.0
CCOC(=O)c1c(C)n(C)c2ccc(OC(=O)c3ccoc3)cc12,103.0,103.0,.,8.6,98.0,102.0,102.0,20,-2.5,2.5,104.0
CC(=O)Nc1nc(SCC(=O)NCc2ccc(F)cc2)[nH]c(=O)c1NC(=O)c1cccs1,91.0,101.0,9.7,6.5,90.0,86.0,90.0,6,-0.6,-0.4,88.0
O=C(O)Cc1csc(-c2cccc(F)c2)n1,97.0,96.0,.,-9.2,94.0,100.0,93.0,14,3.6,4.9,96.0
Cc1cnc(C(=O)Nc2cc(S(=O)(=O)N3CCOCC3)ccc2N2CCN(C)CC2)cn1,97.0,92.0,-14.9,1.7,99.0,106.0,97.0,12,0.6,1.5,102.0
COc1ccc(S(=O)(=O)N(C)CC(=O)N2CCC(C(N)=O)CC2)cc1,98.0,99.0,0.8,0.5,94.0,94.0,100.0,14,0.6,2.7,98.0
CC1Cc2ccccc2C(=O)N1 (stereo unspecified),99.0,98.0,4.1,3.3,100.0,100.0,101.0,8,0.2,0.8,100.0
Cn1cccc1Cc1nnc(SCC(=O)Nc2cccc(F)c2)n1CCc1ccccc1,99.0,100.0,.,-17.9,100.0,104.0,100.0,24,4.8,19.7,103.0
CNC(=S)N1N=C(c2ccc(OC)cc2)CC1c1ccc(N(C)C)cc1 (stereo unspecified),99.0,101.0,.,-14.7,98.0,102.0,100.0,22,0.9,5.8,99.0
COc1ccccc1OCC(=O)OCn1c(SC)nnc(C)c1=O,100.0,96.0,.,2.8,100.0,100.0,99.0,15,0.5,4.2,98.0
CC1CCN(C(=S)c2cn(Cc3cccc(F)c3)c3ccccc23)CC1,98.0,100.0,-4.7,17.6,96.0,101.0,97.0,16,-0.8,-4.0,95.0
CCOC(=O)Nc1cc(C)ccc1OC,93.0,92.0,.,.,91.0,89.0,94.0,51*,1.0,14.0,91.0
Cc1nnc(SCCCCSc2nnc(C)c(=O)[nH]2)[nH]c1=O,98.0,96.0,7.7,0.3,97.0,103.0,95.0,15,1.4,7.6,98.0
CC(C)C(NC(=O)CNC(=O)OC(C)(C)C)C(=O)NCc1ccc(Cl)cc1 (stereo unspecified),98.0,108.0,-1.9,-1.3,97.0,102.0,101.0,8,-0.2,-0.2,101.0
NC(=O)c1cccc(N=Cc2cc(Cl)cc(Cl)c2O)c1,88.0,89.0,10.9,35.5,87.0,87.0,89.0,14,0.4,4.3,90.0
COc1ccccc1N/C(=N/S(=O)(=O)c1ccc(C)cc1)c1ccc(Cl)cc1,102.0,103.0,.,8.7,99.0,104.0,102.0,15,2.2,36.5,102.0
COc1cc(S(=O)(=O)Nc2ncccc2C)c(OC)cc1Cl,?,?,17.4,15.2,?,?,?,8,0.3,1.1,?
COc1ccc(N=C2S/C(=C\c3ccc(C)s3)C(=O)N2CC(C)C)cc1,98.0,101.0,.,-11.3,94.0,97.0,100.0,13,0.3,2.1,96.0
O=C(O)CCSc1nnnn1-c1ccccc1,102.0,101.0,.,12.2,100.0,102.0,102.0,6,0.0,0.8,102.0
O=C(CNC(=O)c1ccco1)NCC(=O)OCc1ccc(Cl)cc1,101.0,101.0,-10.1,14.9,99.0,103.0,101.0,5,0.6,2.7,101.0
COCc1nc2ccccc2n1Cc1ccccc1Br,96.0,98.0,-26.5,-13.4,98.0,98.0,95.0,10,1.1,3.1,97.0
CCOc1nc(N2CCCCC2)nc(-n2cc(-c3ccccc3)nn2)n1,99.0,93.0,.,0.1,98.0,99.0,101.0,15,0.6,1.8,102.0
O=C(C1CCCCC1)N1CCN(c2ccccc2F)CC1,105.0,102.0,-9.3,1.2,106.0,112.0,106.0,21,1.2,19.5,109.0
COc1cc(S(=O)(=O)Nc2cccnc2)ccc1F,97.0,98.0,.,-0.7,98.0,97.0,96.0,15,0.4,1.2,98.0
S=C(NCc1ccccc1)NC1CCCc2ccccc21 (stereo unspecified),95.0,97.0,-18.6,11.1,95.0,97.0,96.0,9,-0.5,9.9,95.0
O=C1CC(SCc2nc3ccccc3[nH]2)C(=O)N1c1cccc(F)c1 (stereo unspecified),103.0,98.0,24.3,5.9,100.0,101.0,104.0,8,-0.1,0.5,103.0
CCN(CCCNC(=O)CCc1nc(-c2ccc(C)cc2)no1)c1cccc(C)c1,97.0,98.0,-1.9,29.0,97.0,106.0,100.0,32,3.0,82.8*,101.0
Cc1cc(NC(=O)CCC(=O)N(c2ccc(F)cc2)C(C(=O)NC2CCCC2)c2ccc(C)o2)no1 (stereo unspecified),99.0,107.0,-19.6,-10.6,96.0,99.0,101.0,13,0.2,1.9,97.0
COc1ccc(N2CCN(CC(=O)Nc3cccc(S(=O)(=O)N4CCOCC4)c3)CC2)cc1,?,?,6.1,29.1,?,?,?,6,2.5,11.9,?
N#Cc1c(NC(=O)c2cc(C3CC3)on2)sc2c1CCC2,100.0,101.0,.,26.1,97.0,104.0,102.0,5,0.1,0.0,101.0
CCCCCCC(C)n1[nH]c(=O)c2c(C)cc(=O)[nH]c21 (stereo unspecified),100.0,100.0,.,-0.2,99.0,101.0,101.0,8,0.2,1.2,101.0
COCC(=O)N=Nc1c(O)[nH]c2ccccc12,95.0,100.0,-3.8,-21.6,100.0,102.0,99.0,11,0.0,4.6,104.0
O=C(O)c1ccc(Cn2cnc3sc4c(c3c2=O)CCCC4)cc1,94.0,91.0,-4.6,-1.3,94.0,91.0,90.0,10,0.9,5.9,93.0
O=C(COc1ccccc1C(=O)NCC1CCCO1)Nc1ccc(Cl)cc1Cl (stereo unspecified),95.0,104.0,17.0,9.8,96.0,97.0,95.0,11,0.5,19.0,95.0
Cc1ccc(-c2nnc3n2CCCCC3)cc1,101.0,101.0,10.8,-5.8,103.0,103.0,103.0,8,0.2,0.3,106.0
Cc1cccc(/C=N/c2sc3c(c2C(=O)OC(C)(C)C)CCN(C)C3)c1O,94.0,99.0,-15.0,16.3,97.0,99.0,95.0,11,0.1,2.3,96.0
COc1ccc(C(=O)CSc2nccc(=O)[nH]2)cc1,101.0,103.0,5.7,-0.4,99.0,109.0,98.0,15,0.2,30.3,104.0
CC(C)(C)c1ccc(NC(=S)NCc2cccs2)cc1,96.0,97.0,.,0.9,95.0,99.0,97.0,21,0.7,7.4,96.0
CCCCCC(O)CCC(=O)NNC1=CC(=O)CC(C)(C)C1 (stereo unspecified),101.0,101.0,-10.7,13.2,97.0,98.0,101.0,9,0.3,3.2,100.0
S=C(c1ccc(-c2ccccc2Cl)o1)N1CCOCC1,97.0,101.0,.,12.6,96.0,105.0,98.0,7,-0.7,-0.2,99.0
Cc1ccc(S(=O)(=O)N2CCC(C(=O)NNC(=O)c3ccc(F)cc3)CC2)cc1,97.0,97.0,-41.9,13.2,95.0,100.0,98.0,11,0.3,0.4,97.0
CCCS(=O)(=O)Nc1ccc2cn[nH]c2c1,93.0,91.0,.,7.1,95.0,96.0,93.0,12,2.3,8.7,90.0
O=C(Nc1ccc2c(c1)OCCO2)c1coc2ccccc2c1=O,97.0,98.0,.,19.0,97.0,102.0,98.0,7,0.6,9.1,100.0
Cc1ccc(COn2c(-c3ccc(Cl)cc3)nc3ccc([N+](=O)[O-])cc32)cc1,103.0,104.0,2.1,-7.0,101.0,104.0,107.0,7,0.2,10.0,105.0
COc1ccc(NC(=O)C2C(=O)N(C)C3(C)CC2c2ccccc2O3)cc1 (stereo unspecified),99.0,99.0,.,5.5,101.0,102.0,101.0,14,1.9,9.7,100.0
COc1ccc(C(=O)NCCSc2ccccn2)cc1,102.0,100.0,23.8,10.1,102.0,108.0,103.0,7,0.9,6.0,102.0
O=C(CCc1nnc(CCCCc2ccccc2)o1)NCCN1CCOC1=O,101.0,107.0,13.0,14.2,97.0,100.0,102.0,8,0.0,-1.1,102.0
CCCCNC(=O)CCC(=O)Nc1ccc2nc(N3CCOCC3)cc(C)c2c1,91.0,91.0,-4.2,16.2,93.0,92.0,94.0,8,0.1,8.2,96.0
O=C(NC1CCCCC1)c1cc(-c2ccco2)on1,100.0,101.0,.,7.8,98.0,102.0,101.0,13,0.4,7.5,102.0
Cc1nc2sc(C(c3ccco3)N3CCC(C)CC3)c(O)n2n1 (stereo unspecified),105.0,101.0,.,12.7,102.0,109.0,104.0,8,0.4,1.3,104.0
Cc1c(C(=O)O)oc2ccc(S(=O)(=O)NCc3ccccc3)cc12,102.0,101.0,.,9.0,98.0,105.0,100.0,27,-0.1,6.4,104.0
Cc1cc(NC(=O)c2cnn3c(C(F)F)cc(-c4ccccc4)nc23)no1,103.0,102.0,-0.6,1.9,100.0,109.0,100.0,17,5.2,19.8,105.0
O=C(O)c1cc(NCc2c(F)cccc2Cl)ccc1N1CCOCC1,96.0,98.0,-0.2,16.3,98.0,100.0,98.0,11,0.4,4.8,97.0
